KCNQ1 act – potentiators or activators of human KCNQ1 potassium channel. actives 0.35% (n = 310,000). B-score at 10 µM. CHO-K1 KCNQ1, thallium flux FluxOR fluorescence; active compounds read high. P51787. AID 2648;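 active means fluorescence ratio B-score, a plate-corrected score, at least three library SD, with initial intensity B-score within 5 SD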
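Material: CHO-K1 cells stably expressing KCNQ1. Medium: assay buffer for compound exposure, DMSO matched across wells. Reagent: K+/Tl+ depolarizing stimulus. Compound dosing: single-concentration screen. Times: 37 °C overnight plating, 90-min dark dye load, 20-min compound pretreatment. Technique: FluxOR Tl+ flux fluorescence.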
KCNK3 inh – human KCNK3 channel inhibition, primary screen; B-score at 10 µM; actives 0.84% (n = 340,000); O14649; CHO-KCNK3 thallium flux, FluxOR fluorescence; active compounds read low; AID 602410;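 active means B-score under library mean minus 4 SD, starting fluorescence ratio at most library mean plus 5 SD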;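 further: more negative B-score means stronger inhibition of thallium flux through KCNK3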
TMEM16A act – activators or potentiators of mouse TMEM16A chloride channel. Q8BHY3. HEK293 TMEM16A/YFP-H148Q/I152L, iodide quench fluorescence; active compounds read low. B-score at 10 µM. actives 0.3% (n = 340,000);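 active means fluorescence-ratio B-score plate-corrected deviation score at least 3 library SD below zero, with starting fluorescence score within 5 deviations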;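 further: channel opened by trigger with iodide after compound preincubation; score built on the fluorescence ratio of max minus min over baseline; more negative score means more quench and so TMEM16A activation or potentiation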
SKKanGAS inh – SKKanGAS growth inhibition | S. pyogenes SKKanGAS, kanamycin growth, BacTiter-Glo, 6 h | inhibition, % at 7.5 µM | actives 1.3% (n = 300,000);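 active means mean replicate score, as percent of positive control median, at least 50; inconclusive means mean below 50 but one replicate at or above 50; inactive means mean and every replicate below 50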;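 further: strain carries kanamycin resistance gene driven by streptokinase promoter and grows in 40 µg/ml kanamycin; loss of luminescence reflects streptokinase promoter inhibition or plain growth inhibition; 0% = median of DMSO wells and 100% = positive control at its reference dose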
hERG rescue – hERG (human) protection from proarrhythmic block. Q12809. CHO-hERG, FluxOR thallium flux, dofetilide IC70 present. activation (rescue from dofetilide block), less the hit threshold, % at 10 µM. actives 0.51% (n = 310,000). AID 1511;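 active means activation above the mean of controls blocked by dofetilide plus 5 SD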;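 further: thallium influx through hERG after potassium depolarization seen as dye fluorescence rise; in these data hits start at about 4.7%; inactives centre near -7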
KCNK9 inh – blocks the human KCNK9 two-pore domain potassium channel; HEK293 KCNK9, FluxOR thallium flux fluorescence; active compounds read low; B-score at 10 µM; actives 1.2% (n = 310,000); AID 488922;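 active means ratio B-score over 3 SD below the library mean, with starting fluorescence within 5 SD of its mean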;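 further: negative B-score means less thallium flux so channel inhibition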
Target sequence (Q9NPC2 whole entry, looked up, the tested form may be a part): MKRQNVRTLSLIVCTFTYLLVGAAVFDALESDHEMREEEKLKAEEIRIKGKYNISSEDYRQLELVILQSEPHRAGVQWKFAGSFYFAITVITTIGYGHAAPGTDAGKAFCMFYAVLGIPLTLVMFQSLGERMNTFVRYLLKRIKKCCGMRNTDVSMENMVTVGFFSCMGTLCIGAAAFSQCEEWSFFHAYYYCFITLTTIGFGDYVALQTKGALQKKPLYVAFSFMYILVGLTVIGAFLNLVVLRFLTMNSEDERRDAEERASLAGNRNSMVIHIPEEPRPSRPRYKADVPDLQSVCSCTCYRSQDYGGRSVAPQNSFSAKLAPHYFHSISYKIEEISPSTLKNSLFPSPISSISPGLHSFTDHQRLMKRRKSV
HDAC3 inhib – human HDAC3 inhibition | inhibition, % at 8.3 µM | actives 0.15% (n = 320,000) | AID 2718 | recombinant HDAC3, fluorogenic peptide/trypsin coupled, fluorescence | O15379; in the data active means inhibition above about 26%, passing the limit was not always enough; inconclusive means no clear call, values can overlap the other calls
Target sequence (O15379 whole entry, looked up): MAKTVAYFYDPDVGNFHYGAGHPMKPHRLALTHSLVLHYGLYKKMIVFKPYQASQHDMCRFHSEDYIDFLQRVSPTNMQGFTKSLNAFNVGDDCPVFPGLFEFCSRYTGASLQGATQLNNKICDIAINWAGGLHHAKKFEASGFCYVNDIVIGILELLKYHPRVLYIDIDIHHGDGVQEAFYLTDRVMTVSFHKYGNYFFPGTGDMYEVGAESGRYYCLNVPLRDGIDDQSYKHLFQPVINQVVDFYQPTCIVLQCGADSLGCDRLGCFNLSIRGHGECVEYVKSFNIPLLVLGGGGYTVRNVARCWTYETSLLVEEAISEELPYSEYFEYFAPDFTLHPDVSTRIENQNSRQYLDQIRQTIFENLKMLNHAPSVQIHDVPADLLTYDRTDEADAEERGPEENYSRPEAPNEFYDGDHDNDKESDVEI
ANO1 block – blocks the mouse calcium-activated chloride channel TMEM16A | Q8BHY3 | HEK293 TMEM16A/YFP iodide influx fluorescence, ionomycin | normalized B-score (activity score, 25-100; higher = stronger inhibition) at 10 µM | actives 1.2% (n = 310,000) | AID 588511;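 active means ratio plate-corrected score three or more library SD toward inhibition, starting fluorescence score within five deviations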;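 further: score derived from kinetic fluorescence span divided by baseline fluorescence per well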
KCNQ1 block – human KCNQ1 channel inhibition | CHO-K1 KCNQ1, FluxOR thallium flux fluorescence; active compounds read high | actives 1.3% (n = 310,000) | P51787 | AID 2642 | B-score at 10 µM;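 active means compounds whose thallium flux B-score, printed positive for inhibition, exceeds three library SD while starting fluorescence stays within three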;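 further: channel opened by potassium depolarization with thallium stimulus after 20 min compound exposure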
RGS4 act – RGS4 potentiation or activation | HEK293 M3R/inducible RGS4, carbachol calcium flux Fluo4; active compounds read low | B-score at 10 µM | actives 0.92% (n = 310,000);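 active means B-score of the integrated calcium signal more than 4 SD below the library mean, with starting fluorescence not abnormally high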;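 further: negative B-score means reduced calcium response which marks RGS4 activation or potentiation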
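Material: M3R-expressing HEK293 line, RGS4 induced by doxycycline | Schedule: Overnight RGS4 induction, 30 min dye load 37 °C, 20 min compound RT | Measured by: Fluo4 fluorescence kinetic imaging of calcium | Read-out: Integrated calcium ratio converted to B score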
RGS4 inh – inhibitors of human RGS4 | HEK293 M3R/RGS4 inducible, Fluo-4 calcium flux; active compounds read high; triggered by carbachol at its EC20 | actives 0.45% (n = 310,000) | P49798 | B-score at 10 µM;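 active means B-score, a plate-corrected calcium signal, over three deviations above library mean, with baseline fluorescence within five deviations of library mean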;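 further: RGS4 expression induced by doxycycline in cells with stable M3 receptor; B-score is computed from the integrated fluorescence ratio over baseline after carbachol; higher B-score means a larger calcium signal and so more RGS4 inhibition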
Target sequence (P49798 whole entry, looked up): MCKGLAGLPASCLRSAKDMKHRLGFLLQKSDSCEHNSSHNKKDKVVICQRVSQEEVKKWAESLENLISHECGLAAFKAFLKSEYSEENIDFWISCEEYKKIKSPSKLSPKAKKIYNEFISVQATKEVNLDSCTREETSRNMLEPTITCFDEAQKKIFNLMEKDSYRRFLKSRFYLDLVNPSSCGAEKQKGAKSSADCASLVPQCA
An asterisk follows results filed as active; i = inactive; u = inconclusive; x = not tested or not shown.

SMILES	KCNQ1 act	KCNK3 inh	TMEM16A act	SKKanGAS inh	hERG rescue	KCNK9 inh	HDAC3 inhib	ANO1 block	KCNQ1 block	RGS4 act	RGS4 inh
Cc1ccc(C(=O)Nc2ccc(Nc3ccccc3)cc2)c(Cl)c1	i	i	i	-3	-4	i	-3	i	i	i	i
CCc1noc(C)c1C(=O)Nc1cc(C(F)(F)F)ccc1-n1cncn1	i	i	i	5	-15	i	-3	i	i	i	i
CCOC(=O)c1c(COC(=O)c2ccco2)nc2ccccc2[n+]1[O-]	i	i	i	-6	-7	i	3	i	i	i	i
Cc1ccc(N2C(=O)C3ON(c4ccccc4)C(CC(C)C)C3C2=O)cc1 (configuration not stated)	i	i	i	10	-7	i	6	i	i	i	i
O=C(CCS(=O)(=O)c1ccc(F)cc1)Nc1nc(-c2ccncc2)cs1	i	i	i	-4	-11	i	-1	i	i	i	i
Cc1cc(/C=C(/C#N)C(=O)Nc2ccccc2)c(C)n1-c1cccnc1	i	i	i	-5	-1	i	6	i	i	i	i
C/C=C/C=C/C(=O)Nc1cccc(C2=NOC3(C2)C[C@H](C(N)=O)N(C(=O)CC(c2ccccc2)c2ccccc2)C3)c1 (some centres not stated)	i	x	x	17	-19	i	9	i	i	i	i
CCOc1ccc(NC(=O)c2ccccc2CO)cc1	i	i	i	1	-4	i	-4	i	i	i	i
CCOC(=O)c1[nH]c(C)c(C(=O)OCC(=O)N(C)C2CCS(=O)(=O)C2)c1C (configuration not stated)	i	i	i	5	-8	i	2	i	i	i	i
CCOc1ccc(C(=O)NCCc2ccccc2)cc1	i	i	i	0	-7	i	-3	i	i	i	i
Brc1ccc(OCCn2ccnc2)cc1	i	i	i	-7	-3	i	1	i	i	i	i
COc1cc2c(cc1OC)C1(CCCC1)CNC2c1ccc([N+](=O)[O-])cc1 (configuration not stated)	i	i	i	-9	-6	i	-4	i	i	i	i
Cc1[nH][nH]c(=O)c1C(c1ccc(-c2cccc(Cl)c2)o1)c1c(C)[nH][nH]c1=O	i	i	i	5	-21	i	13	i	i	i	i
N#Cc1ncccc1CCc1cccc(Cl)c1	i	i	i	-5	-11	i	3	i	i	i	i
CC1CCc2c(sc(/N=C/c3ccco3)c2C(N)=O)C1 (configuration not stated)	i	i	i	8	-7	i	4	i	i	i	i
O=C1C(=O)N2C(=C1C(=O)N1CCCCCC1)c1ccccc1CC21CCCC1	i	i	i	4	1	i	3	i	i	i	i
O=C1Nc2cc3c(cc2Sc2ccccc21)OCCO3	i	i	i	-3	-7	i	-3	i	i	i	i
CCC1(CC)NC(=O)N(CC(=O)OC(C)C(=O)Nc2ccccc2OC)C1=O (configuration not stated)	i	i	i	1	-13	i	-1	i	i	i	i
O=c1[nH]nc(Cc2ccc(Cl)cc2)c2ccccc12	i	i	i	6	2	i	7	i	i	i	i
O=C(Nc1ccc(Cl)c(Cl)c1)Nn1cnnc1	i	i	i	7	-6	i	-2	i	i	i	i
NC(=O)C1CCN(C(=O)COc2ccc(S(=O)(=O)NCc3ccccc3)cc2Cl)CC1	i	i	i	-4	-3	i	5	i	i	i	i
Cc1ccccc1-n1c(=O)cc(NCC2CCCO2)[nH]c1=O (configuration not stated)	i	i	i	-2	-7	i	-9	i	i	i	i
COc1ccc2c(c1OC)C(=O)N(c1ncn[nH]1)C2	i	i	i	-1	-4	i	-11	i	i	i	i
Cc1ncsc1CCOC(=O)c1ccc(Cl)cc1	i	i	i	-11	-13	i	u	i	i	i	i
CCNc1nc(NCC)n2c(SCC(=O)Nc3ccc(OC)c(OC)c3)nnc2n1	i	i	i	-6	-9	i	3	i	i	i	i
COc1ccc(S(=O)(=O)N(C)C)cc1NC(=O)c1ccc(OCC(=O)N2CCOCC2)c(OC)c1	i	i	i	28	-12	i	x	i	i	i	i
O=C(/C=C/c1cccc(Cl)c1)Nn1c(-c2cccs2)nc2ccccc2c1=O	i	i	i	15	-5	i	-2	i	i	i	i
CC1=NC(=O)C(N=Nc2cccc(C(=O)O)c2)N1c1ccccc1 (configuration not stated)	i	i	i	x	-9	i	9	i	i	i	i
COc1cccc(-c2nc(CS(=O)(=O)CC(=O)Nc3cc(C)ccc3C)c(C)o2)c1	i	i	i	-1	-10	i	-1	i	i	i	i
CCCOc1ccc(C2C(C(=O)c3ccc(C)o3)=C(O)C(=O)N2Cc2cccnc2)cc1 (configuration not stated)	i	x	x	22	-3	i	-6	i	i	i	i
CCCN(C(=O)c1cn(-c2ccccc2)nc1-c1ccc(OC)cc1)C1CCS(=O)(=O)C1 (configuration not stated)	8*	i	i	7	-1	i	x	i	i	i	i
Cc1ccc(C)c(Nc2nc3ccccc3n3cnnc23)c1	i	i	i	2	-3	i	0	i	i	i	i
C=CCN(c1ccccc1Cl)S(=O)(=O)c1cccc(C(=O)NCCc2ccc(OC)cc2)c1	i	i	i	-4	-12	i	5	i	i	i	i
Cc1ccc(P(=O)(CC(=O)O)c2ccc(C)cc2)cc1	i	i	i	15	-4	i	u	i	i	i	i
COCCCNC(=O)c1ccccc1N(Cc1ccccc1)S(=O)(=O)c1ccc(OC)cc1	i	i	i	9	-4	i	-11	i	i	i	i
COc1ccccc1OCCSc1nnnn1-c1ccc(C)cc1	i	i	i	-7	-9	i	5	i	i	i	i
O=C1CSC(=Nc2cccc(Cl)c2Cl)N1Cc1cccnc1	i	i	i	10	-5	i	3	i	i	i	i
COC(=O)[C@@]1(Cc2ccc(OC)cc2)[C@H]2c3cc(C(=O)N(C)C)n(Cc4c(CO)[nH]cc(C)c4=O)c3C[C@H]2CN1C(=O)c1ccccc1	i	i	i	-5	-4	i	2	i	i	i	i
Cc1c(NC(=O)C2CCN(S(=O)(=O)c3ccc(Cl)cc3)CC2)c(=O)n(-c2ccccc2)n1C	i	i	i	-4	-13	i	-8	i	i	i	i
COc1ccc(Cl)cc1NC(=O)Nc1ccc(C(=O)N2CCOCC2)cc1	i	i	i	7	-13	i	3	i	i	i	i
Cc1ccc(CNC(=O)c2nn(C)c(C)c2[N+](=O)[O-])cc1	i	i	i	-11	-3	i	-5	i	i	i	i
Cc1csc2c(=O)n3c(nc12)CCCCC3	i	i	i	1	-10	i	0	i	i	i	i
CC(C)C1C(C#N)=C(N)Oc2n[nH]c(-c3ccccc3)c21 (configuration not stated)	i	i	i	-2	-3	i	10	i	i	i	i
COc1ccc2ccccc2c1CN1CCN(C(=O)c2ccccc2)CC1	i	i	i	x	-3	i	9	i	i	i	i
CCN(CC)CCCNc1oc(-c2ccccc2[N+](=O)[O-])nc1C#N	i	i	i	-8	-6	i	1	i	i	i	i
COc1ccc(NC(=O)NCc2ccccn2)cc1	i	i	i	5	-5	i	0	i	i	i	i
CC1(C)CC(NC(=O)COc2ccc3ccc(=O)oc3c2)CC(C)(C)N1	i	i	i	-2	-8	i	-1	i	i	i	i
COc1ccc(C(C)(C)C)cc1NC(=O)c1ccc[n+]([O-])c1	i	i	i	1	-3	i	6	i	i	i	i
CCOc1ccc(NC(=O)CSc2nnnn2CC(=O)O)cc1	i	i	i	-8	-6	i	-8	i	i	i	i
CC1CN(c2ccc([N+](=O)[O-])c(NCCOc3ccccc3)c2)CC(C)N1 (configuration not stated)	i	i	i	1	-13	i	4	i	i	i	i
O=C(CCN1C(=O)/C(=C/c2ccccc2Cl)SC1=S)Nc1cccnc1	i	i	i	3	-6	i	-4	i	i	i	i
CCOc1ccc(NC(=O)CCCCCN2C(=O)[C@@H]3Cc4ccccc4CN3C2=O)cc1	i	i	i	-4	-14	i	-1	i	i	i	i
Cc1c(/C(O)=C2/C(=O)C(=O)N(CCN3CCOCC3)C2c2cccs2)cnn1-c1ccccc1 (configuration not stated)	x	i	i	-10	x	x	3	i	x	x	x
CC(C)NC(=O)CN(CCc1ccccc1)S(C)(=O)=O	i	i	i	-2	-2	i	1	i	i	i	i
COc1ccc(-c2cccc(C(=O)NCC(=O)O)c2)cc1	i	i	i	6	-6	i	-3	i	i	i	i
COc1ccc(-c2cc(-c3nnc(-c4ccncc4)o3)c3ccccc3n2)cc1	i	i	i	5	-3	i	-10	i	i	i	i
O=C(c1cccc(Cl)c1)N(Cc1ccco1)C1CCS(=O)(=O)C1 (configuration not stated)	i	i	i	-5	-4	i	2	i	i	i	i
Clc1cccc(CSc2nnc(-c3ccccn3)n2Cc2ccco2)c1	i	i	i	13	-19	i	0	i	i	i	i
CC(C)CN(C(=O)Cn1c(Cl)nc2c1c(=O)n(C)c(=O)n2C)C1CCS(=O)(=O)C1 (configuration not stated)	i	i	i	-2	-4	i	-1	i	i	i	i
O=C(OCC(=O)c1ccc[nH]1)c1ccccc1	i	i	i	-22	-13	i	3	i	i	i	i
The list goes on:
SMILES	KCNQ1 act	KCNK3 inh	TMEM16A act	SKKanGAS inh	hERG rescue	KCNK9 inh	HDAC3 inhib	ANO1 block	KCNQ1 block	RGS4 act	RGS4 inh
O=C(Cn1c(=O)oc2ccccc21)Nc1ccc2c(c1)OCCO2	i	i	i	-5	-12	i	3	i	i	i	i
O=c1c2ccccc2c2ccccc2c(=O)n1CC1CCCO1 (configuration not stated)	i	i	i	-1	-10	i	11	i	i	i	i
COCCNC(=S)NN=C1CCC(c2ccccc2)CC1 (configuration not stated)	i	i	i	-3	-9	i	10	i	i	i	i
Cc1sc(NC(=O)CCS(=O)(=O)c2ccccc2)c(C#N)c1C	i	i	i	7	-2	i	x	i	i	i	i
CCOC(=O)C(=O)c1csc(NC(=O)CCSc2ccc(C)cc2)n1	i	i	i	-4	-14	i	-2	i	i	i	i
CC1CCCN(c2ccc(C(=O)Nc3cccnc3)cc2[N+](=O)[O-])C1 (configuration not stated)	i	i	i	-11	-10	i	5	i	i	i	i
O=C(CCS(=O)(=O)c1ccc(Br)cc1)NCCC1=CCCCC1	i	i	i	0	-3	i	8	i	i	i	i
COc1cccc(CNC(=O)c2ccc(CS(=O)(=O)Cc3ccc(C)cc3)o2)c1	i	i	i	-4	-10	i	x	i	i	i	i
CCOC(=O)C1CCN(Cc2ccccn2)CC1	i	x	x	-1	-1	i	11	i	i	i	i
CCOCCn1c(CN(Cc2ccccc2)Cc2ccccc2)nc2c1c(=O)n(C)c(=O)n2C	i	i	i	8	-16	i	2	i	i	i	i
